Screens (PubChem BioAssay)
CAL PDZ FP: untagged CAL PDZ binding inhibitors, primary screen, biochemical, fluorescence polarization, HTS; purified CAL PDZ, TMR-peptide fluorescence polarization, 1 h; AID 602252, 2012; inhibition, % at 24.9 µM; hit rate 0.92% among 300,000; Golgi-associated PDZ and coiled-coil motif-containing protein (Homo sapiens), Q9HD26;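 active means mean inhibition of at least 30% with at least half of replicates also reaching 30%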;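 further: 0% = DMSO neutral control and 100% = excess unlabeled competitor peptide PRC23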
V-ATPase pH: regulators of yeast V-ATPase proton pumping, primary screen, pHLuorin cytosolic pH fluorescence. response, % at 10 µM. S. cerevisiae. hit rate 0.37% among 350,000; in the data active means response mostly above about 7.3%, no sharp cut-off; inactive means mostly below about 5.4%; further: actives read high; inactives centre near 0; some compounds called inactive have numbers as strong as hits; reference of the scale not given here
OPRM1-OPRD1 inv: inverse agonists of MOR-DOR heterodimerization, primary screen, cell-based, luminescence; cell-based MOR-DOR heterodimer luminescence, inverse agonism; AID 504357, 2011; inhibition, % at 9.3 µM; hit rate 0.21% among 340,000; in the data active means inhibition above about 22%, passing the limit was not always enough;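 further: 0% = cells with DMSO and 100% = wells without cells with DMSO; values of inactives mirror those of a sister screen read the other way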
MOR-DOR ag: agonists of OPRM1-OPRD1 heterodimerization, primary screen, cell-based, luminescence | hit rate 0.3% among 340,000 | activation, % at 9.3 µM | cells; in the data active means activation above about 18%;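 further: 0% = vehicle-treated cells and 100% = reference agonist; values of inactives mirror those of a sister screen read the other way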
HTR5A ag ctr: HTR5A agonists in luminescence cell assay, primary screen, counter-screen for OPRM1-OPRD1 heterodimer agonist project, full-deck HTS; cell-based; activation, % at 9.3 µM; hit rate 0.61% among 340,000; AID 504692, 2011; in the data active means activation mostly above about 9.5%, no sharp cut-off; inactive means mostly below about 7.6%;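 further: 0% = cells with vehicle only and 100% = reference agonist; strong numbers were not always called active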
Target sequence (P47898 whole entry, looked up): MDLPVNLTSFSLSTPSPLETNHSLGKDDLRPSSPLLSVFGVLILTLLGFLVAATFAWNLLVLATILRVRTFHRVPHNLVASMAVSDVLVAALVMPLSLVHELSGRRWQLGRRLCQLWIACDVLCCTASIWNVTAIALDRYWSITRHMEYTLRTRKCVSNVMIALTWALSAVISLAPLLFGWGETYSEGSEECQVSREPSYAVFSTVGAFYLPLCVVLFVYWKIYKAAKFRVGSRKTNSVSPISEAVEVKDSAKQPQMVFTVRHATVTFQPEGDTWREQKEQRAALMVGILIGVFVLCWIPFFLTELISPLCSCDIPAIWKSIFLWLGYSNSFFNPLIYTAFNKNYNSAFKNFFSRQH
HTR5A inv ag: HTR5A inverse agonists in luminescence cell assay, primary screen, counter-screen for OPRM1-OPRD1 heterodimer inverse agonist project, full-deck HTS. 5-hydroxytryptamine receptor 5A (Homo sapiens), P47898. HTR5A cell line, inverse agonism. inhibition, % at 9.3 µM. hit rate 0.083% among 340,000. AID 504634, 2011; in the data active means inhibition mostly above about 23%, no sharp cut-off; inactive means mostly below about 18%;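 further: 0% = cells with DMSO and 100% = no-cell wells with DMSO; some compounds called inactive have numbers as strong as hits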
RTF Ca sens act: cardiac RTF calcium sensitivity activators, primary screen, biochemical, IANBD-TnC fluorescence, EC20 calcium; hit rate 0.24% among 340,000; Troponin I, cardiac muscle (Homo sapiens) + Troponin T, cardiac muscle (Homo sapiens) + …; IANBD-labeled TnC RTF fluorescence at EC20 calcium; 0% EC20 calcium, 100% full calcium; activation, % at 7.2 µM;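 active means activation above the mean over all tested compounds plus 3 SD, cut at about 30% in these data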;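 further: rise in fluorescence read as greater calcium sensitivity of cardiac thin filaments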
Keap1-Nrf2 PPI: Keap1-Nrf2 protein-protein interaction inhibitors, primary screen, biochemical, fluorescence polarization, single point; Keap1 Kelch-Nrf2 peptide fluorescence polarization, 1536-well; inhibition, % at 9.4 µM; hit rate 0.15% among 340,000; in the data active means inhibition above about 12%;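 further: human Keap1 Kelch domain with fluorescein labeled Nrf2 9mer peptide probe; 0% = neutral control wells and 100% = peptide positive control; higher means more block of Keap1 binding to Nrf2 peptide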
Target sequence (Q14145 whole entry, looked up, the tested form may be a part): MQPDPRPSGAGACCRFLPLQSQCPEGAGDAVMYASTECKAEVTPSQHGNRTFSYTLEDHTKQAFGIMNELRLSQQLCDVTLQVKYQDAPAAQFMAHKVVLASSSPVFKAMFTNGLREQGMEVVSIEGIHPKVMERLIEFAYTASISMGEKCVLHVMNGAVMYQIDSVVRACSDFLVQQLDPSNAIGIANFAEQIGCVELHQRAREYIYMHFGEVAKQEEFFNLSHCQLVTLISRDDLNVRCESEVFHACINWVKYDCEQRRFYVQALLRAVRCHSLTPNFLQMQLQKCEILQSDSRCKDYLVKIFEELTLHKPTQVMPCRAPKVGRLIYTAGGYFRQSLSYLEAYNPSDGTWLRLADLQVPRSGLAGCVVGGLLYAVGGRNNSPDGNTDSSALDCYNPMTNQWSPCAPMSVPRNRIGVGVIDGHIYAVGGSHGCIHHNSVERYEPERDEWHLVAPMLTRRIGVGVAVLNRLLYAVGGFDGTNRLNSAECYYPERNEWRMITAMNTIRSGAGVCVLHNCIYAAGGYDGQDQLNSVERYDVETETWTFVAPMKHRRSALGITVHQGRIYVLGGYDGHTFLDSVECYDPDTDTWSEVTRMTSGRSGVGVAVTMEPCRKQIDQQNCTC
C-LANA FP: inhibitors of KSHV C-LANA binding to DNA, primary screen, biochemical, fluorescence polarization, FAM-LBS DNA, MBP-C-LANA, single point | inhibition, % at 9 µM | AID 504423, 2011 | hit rate 0.078% among 340,000;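 active means highest replicate inhibition at or above 60% at 9 µM, even if other replicates fall short; inactive means all replicates below 60% inhibition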;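 further: 0% = neutral control wells and 100% = 4 µM acridine orange control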
Cardiac RTF inh: cardiac RTF calcium sensitivity inhibitors, primary screen, biochemical, IANBD-TnC fluorescence, EC70 calcium; inhibition, % at 7.15 µM; IANBD-labeled cardiac RTF, Ca2+ fluorescence; hit rate 0.12% among 340,000;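 active means inhibition above the mean inhibition of all tested compounds plus 3 SD, cut at about 17% in these data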;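 further: assay run at fixed EC70 calcium of 1.6 mM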
* marks the source's active call; other numbers are inactive results; x = not tested or not shown.

SMILES	CAL PDZ FP	V-ATPase pH	OPRM1-OPRD1 inv	MOR-DOR ag	HTR5A ag ctr	HTR5A inv ag	RTF Ca sens act	Keap1-Nrf2 PPI	C-LANA FP	Cardiac RTF inh
Cc1ccc(SCCC(=O)NNC(=O)c2ccccc2F)cc1	10	3	2	-0.4	-2	8	1	0	-2.8	1
COc1ccc(/C=N/N(Cc2ccccc2)c2ccccc2)cc1O	-2	2	-32	6.4	5	-15	1	-7	0.3	9
CN(CC(=O)Nc1nc2ccccc2s1)S(=O)(=O)c1ccc(Cl)cc1	-3	-2	-32	6.4	1	-2	3	-6	-0.9	-2
O=C(Nc1c2c(nn1-c1ccc(F)cc1)CS(=O)(=O)C2)c1ccc2c(c1)OCO2	x	1	11	-1.5	7	-11	4	-3	1.3	-6
CCN(CC)S(=O)(=O)c1cc(C(=O)OCC(=O)NC2CCCc3ccccc32)ccc1C (configuration not stated)	-4	2	0	0.0	3	-8	-6	1	0.0	-4
COc1cccc(CNC(=O)CCC2CCCN(C(=O)c3ccoc3)C2)c1 (configuration not stated)	-2	0	6	-1.1	-5	0	3	-7	-1.0	-6
O=C(OCCSCCOC(=O)C1CC=CCC1)C1CC=CCC1 (configuration not stated)	-5	2	-11	2.2	4	-15	-4	0	-2.0	-4
CCC(=O)NC(=S)Nc1cccc(NC(=O)c2ccccc2Cl)c1	-1	1	11	-2.5	1	-5	-1	-1	-0.9	0
Cc1nnc(SCC2=C(C(=O)O)N3C(=O)C(NC(=O)c4cccc(F)c4F)C3SC2)s1 (configuration not stated)	x	8	11	-2.1	8	-28	1	-8	0.0	3
NS(=O)(=O)c1ccc(CCNC(=O)COC(=O)c2ccc([N+](=O)[O-])o2)cc1	10	2	-36	7.3	-1	4	7	-1	-0.4	2
CCc1cc2c(=O)c(-c3ccc4c(c3)OCCO4)coc2cc1OS(C)(=O)=O	-6	-4	-19	2.7	6	-17	-2	3	-2.2	11
Cc1cc(NC(=O)c2ccc3c(c2)OCCO3)no1	-8	-4	9	-1.6	3	-17	0	0	1.8	-8
Cc1ccc(C(=O)OCC(=O)NCc2cccs2)cc1	5	9.9*	2	-0.3	2	-7	6	4	-0.8	2
Cc1ccc2[nH]c(=O)c(CN(CCCN3CCOCC3)C(=O)Nc3ccc(Cl)cc3)cc2c1	-3	-2	1	-0.3	-5	13	0	-1	2.0	-6
Oc1ccccc1Nc1nc(NCC2CCCO2)c2ccccc2n1 (configuration not stated)	-1	-3	0	-0.1	1	4	-4	-2	1.1	-8
Cc1nc2ccccc2nc(C)c1=NOCc1ccccc1Cl	-2	1	-4	0.6	1	-2	-4	2	0.9	3
Cc1cc2oc3ccc(NCCCn4ccnc4)cc3c(=O)c2cc1C	-5	2	-90	16	0	0	18	-7	-0.4	-29
COc1ccc(-c2cc(=O)oc3cc(OCC(C)=O)ccc23)cc1	-1	-2	13	-2.5	0	4	2	2	2.0	-26
NC12CC3CC(C1)CC(O)(C3)C2	2	-1	12	-2.1	0	2	1	-6	0.2	-7
Cc1ccc(S(=O)(=O)N2CCOCC2)cc1NC(=O)CSc1nc(N)cc(=O)[nH]1	-9	2	16	-3.2	-3	12	-3	0	-1.3	2
CCOC(=O)c1c(C)[nH]c(C)c1C(=O)CSc1nnc(-c2ccncc2)n1C	0	1	7	-1.4	2	0	4	-7	0.3	-26
Cc1ccc(S(=O)(=O)N(CC(=O)NCc2ccco2)Cc2ccccc2F)cc1	-4	-3	-4	0.7	-3	-2	-1	-6	1.0	-10
Cc1cc(C)nc(NC(=O)Cc2cccs2)n1	-3	-2	14	-2.4	-2	6	-1	-1	0.5	-2
COc1ccc(S(=O)(=O)Nc2cccc(S(=O)(=O)N3CCCCCC3)c2)cc1	-4	1	-22	3.8	2	-8	10	-4	0.1	-2
Cc1cc(C(=O)N2CCOCC2)n(-c2ccccc2)n1	x	1	-2	0.3	4	-12	2	-6	0.0	-3
COc1ccc(N2C(=O)CSC2c2ccc3c(c2)OCO3)cc1 (configuration not stated)	x	7	10	-2.1	5	-12	-5	4	-0.1	1
O=C(O)c1ccnc(SCC(=O)c2ccccc2)c1	-4	-2	15	-3.1	5	-9	0	0	-0.8	-5
O=C(COc1ccccc1[N+](=O)[O-])Nc1ccccc1N1CCCCC1	-4	0	-8	2.0	3	-8	2	-1	-0.2	-2
c1nc2nc3c(c(N4CCOCC4)n2n1)CCCC3	1	3	6	-1.0	-2	-13	11	0	0.5	-6
COc1ccc(S(=O)(=O)Cc2ccc(C(=O)N3CCN(C(=O)c4ccco4)CC3)o2)cc1	x	2	11	-2.1	-2	7	0	-1	-1.4	1
NC(=NCCc1ccccc1)NC(=O)c1cc(Cl)ccc1O	-2	-4	1	-0.2	7	-22	3	0	-1.7	1
O=C(Cn1nc(-c2ccccc2)c2ccccc2c1=O)Nc1cccc(O)c1	-4	-2	-7	1.3	0	0	-2	-2	-0.6	-2
COc1ccc(N(CC(=O)Nc2cccc(N(C)S(C)(=O)=O)c2)S(C)(=O)=O)cc1OC	-3	-2	14	-2.6	0	0	-1	-3	0.3	-4
O=C1CC(C(=O)Nc2nccs2)C(c2ccccc2)O1 (configuration not stated)	10	-6	3	-0.7	-2	4	-3	-2	0.8	-2
Cc1ccc(CNC(=O)C(=O)NCC2OCCN2S(=O)(=O)c2ccc(C)cc2)cc1 (configuration not stated)	x	0	7	-1.4	1	-3	-2	-6	-0.1	-14
Cc1ccc(S(=O)(=O)N2CCOCC2)c(C)c1-n1cnnn1	0	0	3	-0.5	7	15	-2	5	-1.0	-2
CCOC(=O)N1CCC2(CC1)CC(=O)c1c(ccc3oc(C(=O)O)c(C)c13)O2	-4	3	2	-0.3	0	1	8	-2	-0.6	-26
CC(C)C1N(C(=O)CN2CCCC2)CCN1S(=O)(=O)c1ccccc1 (configuration not stated)	1	3	2	-0.3	3	-7	-2	2	0.0	0
CCc1nc2ccc(C(=O)NCCc3ccccc3OC)cc2nc1CC	-4	8	-7	1.3	0	1	-8	0	0.8	-2
CCCCN(C(=O)Cn1nnc2ccccc21)C(C(=O)NCCOC)c1ccc(OC)cc1 (configuration not stated)	-3	-1	1	-0.2	2	19	1	0	0.1	-7
Cn1c(C(=O)c2ccncc2)cc2ccccc21	-3	2	15	-2.6	0	1	-8	3	2.2	-2
COc1ccc(-c2noc(CNS(=O)(=O)c3ccccc3)n2)cc1	-3	-2	1	-0.4	4	3	1	3	-1.0	-4
Cc1cccc(-n2nnnc2SCC(=O)NCC2(N3CCOCC3)CCCCC2)c1C	-7	-1	7	-1.9	0	6	0	-5	-0.1	-4
O=C(NC1CCSc2ccccc21)c1cc(S(=O)(=O)N2CCOCC2)ccc1Cl (configuration not stated)	-6	-2	-6	0.9	-3	7	-11	0	-0.7	-6
Cc1cc2nnc(SCC(=O)N3CCN(c4ccccc4)CC3)n2c(N)n1	x	-2	-1	0.2	4	-15	1	-7	0.2	-3
CSc1ccc(-c2sc(Nc3ccccc3)n[n+]2-c2ccc(F)cc2)cc1	-2	10	12	-2.2	-1	-9	-4	-2	-0.2	10
COc1cc(/C=C/C(=O)O)cc(S(=O)(=O)Nc2ccccc2C(=O)NCCc2ccccc2)c1OC	1	1	12	-1.9	0	-12	-4	-4	-0.9	2
CC(O)(C#CCN1CCCC1)c1ccccc1 (configuration not stated)	0	4	12	-2.1	-4	-1	7	-9	0.5	-9
COCCOC(=O)C1=C(C)NC(C)=C(C(=O)OCCOC)C1/C=C/c1ccccc1OC	1	3	8	-1.5	-1	-15	1	-2	-0.3	-11
COc1cc(C(=O)N2CCNCC2)cc(OC)c1OC	-2	-4	17	-3.5	-3	13	3	1	-0.6	2
CCN1CCN(CCNC(=O)c2cn(C(C)c3ccccc3F)nn2)CC1 (configuration not stated)	1	4	1	-0.2	1	-19	9	-3	-2.7	-4
Cc1ccc(-c2noc(CN(C(=O)CCCN3C(=O)c4ccccc4C3=O)C(C)C)n2)cc1	2	-5	2	-0.4	-2	-18	-5	-1	0.5	7
O=S(=O)(NCCc1csc(-c2ccccc2)n1)c1ccc2c(c1)OCCO2	-2	-2	-7	1.4	-3	8	2	0	-0.5	3
Cc1cc(C)nc(Nc2nc(=O)c3ccccc3s2)n1	1	-1	24	-5.0	6	-14	-1	-2	0.0	-6
COC(=O)c1ccc2c(=O)n(CCN3CCOCC3)c(SCC(=O)Nc3ccccc3Cl)nc2c1	-4	1	20	-3.8	1	5	-1	-6	0.0	-11
COc1cc(NS(=O)(=O)c2ccc(F)cc2)c(OC)cc1NC(C)=O	0	-1	-1	0.1	2	-15	4	-2	-0.7	-1
COc1ccccc1CC(=O)Nc1ccc(NC(=O)c2cccs2)cc1	x	-1	6	-1.5	4	-11	4	-1	-0.3	-3
O=C(Nc1nnc(-c2ccco2)o1)c1cccc(Cl)c1	-2	4	-7	1.5	-7	17	8	-2	-2.6	1
COc1cc(OC)c2c(-c3ccccc3)cc(=O)oc2c1C(CC(=O)N1CCOCC1)c1ccc(N(C)C)cc1 (configuration not stated)	-3	3	13	-2.4	3	-8	-9	0	-0.8	-4
Cc1ccn2cc(-c3ccc(Br)cc3)nc2c1	-1	2	-4	0.7	8	-21	-2	1	0.5	3

Continuation:
SMILES	CAL PDZ FP	V-ATPase pH	OPRM1-OPRD1 inv	MOR-DOR ag	HTR5A ag ctr	HTR5A inv ag	RTF Ca sens act	Keap1-Nrf2 PPI	C-LANA FP	Cardiac RTF inh
Cc1cccc(NC2(C(=O)O)CCCC2)c1	-3	3	-1	0.1	2	-6	0	-4	0.3	-3
c1ccc2c(c1)CCCc1cc(NCCN3CCOCC3)nnc1-2	-3	4	-6	1.2	0	-13	6	2	-0.5	7
COc1ccc(S(=O)(=O)N(C)C)cc1NC(=O)CSc1nnc(-c2cccnc2)o1	1	2	13	-2.8	0	-1	3	-1	-0.4	-7
O=C(COC(=O)CCCCCN=C1NS(=O)(=O)c2ccccc21)Nc1ccc(Cl)c(Cl)c1	-4	2	15	-3.0	0	18	-2	1	0.8	12
COc1ccc(NC(=O)Cc2nnc(SCC(=O)c3ccc(F)cc3)n2C)cc1	-2	1	15	-2.9	1	-18	-7	-2	0.2	-2
COc1ccc(OC)c(NC(=O)C2CCCN(S(=O)(=O)c3c(C)nn(C)c3C)C2)c1 (configuration not stated)	0	1	6	-1.1	0	-1	-2	1	0.7	-3

Gathered by group: the compounds so far with a nitro group on carbon
SMILES	CAL PDZ FP	V-ATPase pH	OPRM1-OPRD1 inv	MOR-DOR ag	HTR5A ag ctr	HTR5A inv ag	RTF Ca sens act	Keap1-Nrf2 PPI	C-LANA FP	Cardiac RTF inh
NS(=O)(=O)c1ccc(CCNC(=O)COC(=O)c2ccc([N+](=O)[O-])o2)cc1	10	2	-36	7.3	-1	4	7	-1	-0.4	2
O=C(COc1ccccc1[N+](=O)[O-])Nc1ccccc1N1CCCCC1	-4	0	-8	2.0	3	-8	2	-1	-0.2	-2
